PME-1 primary – blocks human protein phosphatase methylesterase 1; Q9Y570; recombinant PME-1, FP-Rh probe fluorescence polarization; inhibition, % at 5.9 µM; actives 0.53% (n = 320,000); AID 2130;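 active = inhibition above the campaign mean of all compounds plus 3 SD, cut at about 26% in these data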;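 note: competitive labeling of PME-1 active site by serine hydrolase directed probe; 0% = PME-1 with DMSO and 100% = wells lacking PME-1 enzyme; inhibitors block probe labeling so polarization falls and inhibition rises; many of its hits are not listed in these tables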
TPT1 inhibitor – inhibitors of Candida albicans tRNA 2'-phosphotransferase TPT1; inhibition, % at 5 µM; recombinant caTPT1, FP RNA substrate dephosphorylation; actives 0.81% (n = 300,000);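 active = inhibition above the mean of all tested compounds plus 3 SD, set per screening campaign, cut at about 24% in these data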;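 note: plate controls were DMSO alone for no effect and ferristatin control at 100 nM for full effect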
PAD4 inh – PAD4 (human) enzyme inhibition | inhibition, % at 6.36 µM | actives 0.41% (n = 330,000) | recombinant PAD4, RCA probe fluorescence polarization;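 active = percent inhibition above a cutoff equal to the mean of all tested compounds plus 3 SD, cut at about 15% in these data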;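 note: 0% = PAD4 with RCA probe and DMSO and 100% = probe without PAD4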
Target sequence (Q9UM07 whole entry, looked up): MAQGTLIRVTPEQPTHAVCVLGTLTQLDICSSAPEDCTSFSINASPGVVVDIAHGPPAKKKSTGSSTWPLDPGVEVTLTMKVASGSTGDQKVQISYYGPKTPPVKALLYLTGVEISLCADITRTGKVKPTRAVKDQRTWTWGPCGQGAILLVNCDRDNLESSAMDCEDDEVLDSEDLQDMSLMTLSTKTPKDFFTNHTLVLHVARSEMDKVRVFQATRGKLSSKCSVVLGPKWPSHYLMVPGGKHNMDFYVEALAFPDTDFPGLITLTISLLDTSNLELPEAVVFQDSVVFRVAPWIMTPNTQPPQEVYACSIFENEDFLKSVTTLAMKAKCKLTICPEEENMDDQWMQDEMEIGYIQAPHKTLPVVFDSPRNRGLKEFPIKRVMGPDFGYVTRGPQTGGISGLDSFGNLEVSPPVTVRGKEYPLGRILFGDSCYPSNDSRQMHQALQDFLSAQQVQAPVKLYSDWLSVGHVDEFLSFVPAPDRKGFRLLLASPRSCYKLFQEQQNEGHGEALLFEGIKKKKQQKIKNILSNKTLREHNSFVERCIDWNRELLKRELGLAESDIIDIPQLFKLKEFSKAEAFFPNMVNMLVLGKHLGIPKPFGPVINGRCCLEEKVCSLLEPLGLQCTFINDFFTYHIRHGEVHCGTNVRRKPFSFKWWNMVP
MCL1 BIM primary – MCL1-BIM-BH3 interaction inhibition (human); actives 0.68% (n = 320,000); Q07820; inhibition, % at 10.9 µM; GST-MCL1 / FITC-Bim-BH3 fluorescence polarization;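 active = inhibition above the mean inhibition of all tested compounds plus 3 SD, set per campaign, cut at about 40% in these data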;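 note: 0% = DMSO wells and 100% = unlabeled Bim-BH3 peptide control; higher means more loss of mP so more displacement of Bim peptide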
Target sequence (Q07820 whole entry, looked up): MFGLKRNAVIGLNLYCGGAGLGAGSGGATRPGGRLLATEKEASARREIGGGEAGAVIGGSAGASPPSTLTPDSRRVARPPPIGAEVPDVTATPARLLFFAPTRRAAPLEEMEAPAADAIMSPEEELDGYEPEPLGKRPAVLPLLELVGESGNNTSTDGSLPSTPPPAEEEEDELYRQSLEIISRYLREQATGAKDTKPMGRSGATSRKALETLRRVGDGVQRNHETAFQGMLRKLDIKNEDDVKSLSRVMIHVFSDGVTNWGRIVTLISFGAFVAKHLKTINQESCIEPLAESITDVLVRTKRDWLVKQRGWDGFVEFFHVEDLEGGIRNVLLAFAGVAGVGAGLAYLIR
Fam108B counter – blocks mouse Fam108B hydrolase in RBBP9 counter-screen; recombinant Fam108B, FP-Rh probe fluorescence polarization; actives 0.33% (n = 300,000); AID 1947; inhibition, % at 9.51 µM;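 active = inhibition above the screen mean inhibition plus 3 SD, computed separately per campaign, cut at about 18% in these data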;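 note: inhibitors lower polarization as less probe binds the enzyme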
MEX-5 binding – C. elegans MEX-5 TCR-2 RNA binding activity. MEX-5/FITC-TCR2 RNA binding, fluorescence polarization; active compounds read low. activity score (negative = inhibition of binding), % at 10 µM. actives 0.38% (n = 300,000). Q9XUB2;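 active = inhibition past about -25% in most replicates, and total fluorescence under double the plate's negative control median, limit read from the data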;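 note: 0% = DMSO and -100% = 5 µM competing unlabeled TCR2 RNA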
GLD-1 RNA inh – GLD-1-TGE RNA interaction inhibition (C. elegans) | AID 2280 | actives 0.44% (n = 320,000) | purified GLD-1 + fluorescein TGE RNA, fluorescence polarization | Q17339 | inhibition, % at 5.96 µM;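 active = percent inhibition above a per-plate cutoff, the plate mean of test compounds plus 3 SD, cut at about 30% in these data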;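 note: 0% = DMSO wells with GLD-1 and probe and 100% = wells lacking GLD-1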
GSTO1 inh – blocks human GSTO1 in RBBP9 counter-screen. inhibition, % at 5.96 µM. AID 1974. actives 1.1% (n = 300,000). recombinant GSTO1, activity-based probe fluorescence polarization. P78417;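 active = inhibition above the campaign mean inhibition plus 3 SD, cut at about 35% in these data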;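 note: 0% = GSTO1-1 with DMSO and 100% = wells lacking GSTO1-1 enzyme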
BCLXL inh – blocks human Bcl-xL binding to Bim BH3 peptide; GST-Bcl-xL / FITC-Bim BH3 peptide fluorescence polarization; inhibition, % at 10.9 µM; Q07817; actives 0.7% (n = 320,000);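 active = inhibition above the mean of all tested compounds plus 3 SD, cutoff set per campaign, cut at about 30% in these data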;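 note: 0% = DMSO wells and 100% = unlabeled Bim-BH3 peptide competitor; inhibitors lower millipolarization by displacing the labeled peptide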
The depositor's hits bear a star; . = not tested or not shown. These rows are one share of the data; rates above refer to the full screens.

Sequence of screens – PME-1 primary	TPT1 inhibitor	PAD4 inh	MCL1 BIM primary	Fam108B counter	MEX-5 binding	GLD-1 RNA inh	GSTO1 inh	BCLXL inh
- O=C(CSc1nccn1-c1ccc(Cl)cc1)NCc1ccc2c(c1)OCO2
 : 0	-3	-3	-6	2	-0.8	3	5	-3
- O=C(c1cccc(Br)c1)N1CCN(c2ccc(N3CCOCC3)nn2)CC1
 : -4	1	1	1	2	0.8	2	0	2
- CC(=O)N1CCN(C(=O)c2ccc(NS(=O)(=O)c3ccc4[nH]c(=O)[nH]c4c3)cc2)CC1
 : -6	-1	4	-3	-3	-0.5	-1	-11	-1
- Cc1ccc(S(=O)(=O)NCCC(=O)Nc2ccc(Cl)c(Cl)c2)cc1C
 : 0	-5	-3	10	-5	1.8	5	-1	6
- COc1ccccc1C(=O)NCCC(=O)Nc1ccc(OC(F)(F)F)cc1
 : 6	2	2	0	2	1.7	-1	7	0
- CSC(C(=O)c1cc2ccccc2o1)c1ccccc1 (stereo not drawn)
 : -1	-1	1	4	1	2.0	0	5	8
- CCOC(=O)c1ccc(NS(=O)(=O)c2ccc3c(c2)oc(=O)n3C)cc1
 : -9	-2	-4	5	2	2.4	1	15	5
- CN(CC(=O)NCc1ccncc1)S(=O)(=O)c1cc(Cl)ccc1Cl
 : 2	-1	-1	4	2	-1.3	3	1	7
- COc1ccc(S(=O)(=O)N2CCN(C(=O)c3cc(C)oc3C)CC2)cc1OC
 : -2	.	-1	-14	.	.	5	.	-6
- Cc1c(NC(=O)C23CC4CC(CC(C)(C4)C2)C3)c(=O)n(-c2ccccc2)n1C
 : 0	-4	-2	6	0	-1.4	-4	0	4
- Cc1cc(C)cc(NC(=O)C2CCC(CNC(=O)[C@@H]3Cc4ccccc4CN3)CC2)c1 (stereo partly drawn)
 : -1	1	-6	-3	0	-1.4	2	-3	-2
- CC(=O)NCC(=O)N1CCCC(C(=O)c2ccc3c4c(cccc24)CC3)C1 (stereo not drawn)
 : 0	-4	2	-2	4	0.2	5	-1	3
- COc1cc(NC(=O)CC(C)C)ccc1NC(=O)c1ccco1
 : -1	2	-3	-4	-3	-1.4	2	0	-1
- Cc1noc(C)c1COc1cccc(C(=O)N2CCN(C/C=C/c3ccccc3)CC2)c1
 : 17	0	-4	3	-6	-2.2	2	4	11
- Fc1ccc(OCc2cc(-c3ccccc3)no2)cc1
 : -1	0	3	7	1	-1.0	-6	3	4
- O=C(CSc1nnc2ccc(-c3cccnc3)nn12)Nc1ccc(F)cc1
 : 3	-1	2	-1	2	2.2	8	8	-2
- Cc1nc2sc(C(c3cccc(F)c3)N3CCC(C)CC3)c(O)n2n1 (stereo not drawn)
 : -9	-6	-4	-2	4	-0.1	4	-3	1
- Cc1ccc(S(=O)(=O)CCC(=O)Nc2nnc(-c3ccccc3S(C)(=O)=O)o2)cc1
 : 4	0	3	6	-6	-1.7	8	19	0
- Nc1cccc(C(=O)Nc2ccccc2Cl)c1
 : 6	0	0	3	0	-0.8	-5	-4	-1
- Cc1ccc(S(=O)(=O)N2CCN(C(=O)CSc3ncn[nH]3)CC2)c(C)c1
 : -6	2	-3	1	2	1.3	0	-4	0
- O=C(O)Cc1csc(-c2ccc(F)cc2)n1
 : -4	-2	-5	0	-5	1.0	4	0	0
- COc1ccc(Cc2[nH]n3c(=O)cc(C(C)C)nc3c2-c2ccccc2)cc1
 : 1	-2	1	5	4	-1.5	-2	-3	9
- Cc1ccc2c(c1)N=C(c1ccc(Cl)cc1)CO2
 : 1	-4	3	-2	0	-3.2	3	4	9
- CCN(CC)CCNC(=O)Cc1c(C(=O)O)n(C)c2ccccc12
 : 5	-6	2	6	2	1.4	-6	-1	2
- O=C(NCc1ccc2c(c1)OCO2)c1cc([N+](=O)[O-])ccc1N1CCCCC1
 : 3	0	0	-5	-3	1.0	0	2	3
- O=C(COC(=O)c1cccc(OC(F)F)c1)NC(=O)NC1CCCCC1
 : -9	-1	-2	-1	-1	4.2	9	16	5
- CCOc1ccc(NC(=O)C2CCCN(S(=O)(=O)c3ccc(-n4cnnn4)cc3)C2)cc1 (stereo not drawn)
 : 2	-2	2	0	-6	1.9	1	-4	3
- CCC(=O)Nc1ccc(S(=O)(=O)Nc2c(NC)c3ccccc3oc2=O)cc1
 : 0	0	-1	2	1	0.1	1	1	0
- COC(=O)c1ccc(Cn2nnc3c(=O)[nH]c(C4CCN(S(=O)(=O)c5ccc(F)cc5)CC4)nc32)cc1
 : 36*	1	-8	-2	-4	.	-4	-6	1
- c1ccc2c(c1)SCc1nnc(-c3ccncc3)n1-2
 : 0	1	2	6	0	-1.1	3	0	3
- COCCN(C(=O)CSc1nnc(-c2ccc(C(C)(C)C)cc2)n1N)c1c(N)n(CC(C)C)c(=O)[nH]c1=O
 : -6	2	-5	-20	-8	0.7	6	4	-26
- O=C(COc1ccc(F)cc1)Nc1ccc(-n2cnnn2)cc1
 : 0	-1	-5	1	1	-2.3	3	1	-2
- Cc1ccc(Cl)c(OCC(=O)Nc2cc(S(=O)(=O)N3CCOCC3)ccc2N2CCCC2)c1
 : 7	4	0	-15	6	-2.2	6	0	-4
- Cc1ccc2c(c1)-c1c(cnn1CC(=O)N(Cc1ccco1)C1CCCCC1)CO2
 : 1	2	-2	-6	-3	-0.8	2	8	-6
- CC(C)(C)c1cc(N/C=C\c2nnnn2-c2ccc(Br)cc2)no1
 : -3	2	2	-1	4	-0.4	-1	-2	1
- O=C(Nc1ccc(N2CCOCC2)cc1N1CCOCC1)c1ccc(Cl)cc1
 : 5	0	1	-4	0	0.2	7	0	3
- COc1ccc(C(=O)COC(=O)/C=C/c2ccc(S(=O)(=O)Nc3cccc(S(N)(=O)=O)c3)cc2)cc1
 : -3	-3	0	0	-6	-4.9	-1	-22	2
- CCCCCN1C(C)=CC(=C(C#N)C#N)C=C1C
 : 8	0	-2	2	0	1.0	1	-1	17
- COC(=O)c1cn(NC(=O)C2CCCO2)c(=O)c2ccccc12 (stereo not drawn)
 : 7	0	-4	13	-3	0.1	-1	0	9
- Cc1ccc(NC2CCCN(C(=O)c3cc4ncccn4n3)C2)cc1C (stereo not drawn)
 : 1	0	-6	-3	-1	-0.5	-1	0	3
- O=C(Nc1ccccc1Cl)N1CCn2c(nc3ccccc32)C1
 : -1	2	-2	-3	-3	3.0	-3	5	3
- Cc1cc(C)cc(NC(=O)C2CCCC2)c1
 : 0	3	0	-6	-1	1.4	4	-2	-1
- C=CCNc1nnc(SC2CC(=O)N(c3ccc(OCCC)cc3)C2=O)s1 (stereo not drawn)
 : 1	6	5	-1	0	2.0	8	8	7
- O=C(CCCSc1nc2ccccc2[nH]1)NCc1ccco1
 : -1	1	0	-1	-2	2.3	8	6	0
- CSc1ccc(C2C(C#N)=C(N)Oc3c2ccc(=O)c2c(C)oc(C)c32)cc1 (stereo not drawn)
 : -7	40*	-5	-10	-9	-7.1	-8	-4	2
- CC(/C=N/NC(=O)Cn1cnc2c1c(=O)n(C)c(=O)n2C)=C\c1ccco1
 : -2	-1	0	18	2	.	3	6	7
- C(=N\Nc1ccccn1)/c1cccnc1
 : 8	3	-4	7	2	-0.5	-5	-5	1
- COC(=O)c1c(C(=O)OC)c(-c2ccc(C)cc2)n2c1CS(=O)(=O)C2
 : -1	-1	-3	-6	1	1.7	-1	4	7
- CNC(=S)NNC(=O)Cn1ccc(C)n1
 : -4	2	6	-7	1	-4.2	-3	9	-2
- Cc1ccc2c(c1)N(CC(=O)NCc1cccs1)C(=O)CO2
 : -1	2	-3	2	1	1.5	3	2	2

Next compounds.
Sequence of screens – PME-1 primary	TPT1 inhibitor	PAD4 inh	MCL1 BIM primary	Fam108B counter	MEX-5 binding	GLD-1 RNA inh	GSTO1 inh	BCLXL inh
- CCOC(=O)CCc1c(C)c(C#N)c2nc3ccccc3n2c1-n1cnc2ccccc21
 : 2	1	0	11	8	1.8	4	-4	0
- O=C(Nc1ccc(F)cc1)C1CCCN(C2=NS(=O)(=O)c3ccccc32)C1 (stereo not drawn)
 : 10	.	2	-3	.	.	-2	.	0
- CCOc1cc(Br)cc(/C=N/NC(=O)c2cccnc2)c1O
 : 0	10	-4	7	6	-1.8	7	-3	5
- CN1CCc2c(sc(NC(=O)c3ccc(S(=O)(=O)N4CCCC4)cc3)c2C(N)=O)C1
 : 25	116*	3	-52	-2	-19	-56	-42	-33
- Cc1ccc(-c2noc(CSc3nnnn3C3CCCCC3)n2)cc1
 : -1	-1	-1	0	2	1.2	0	40*	1
- Nc1nc(SCc2ccc(F)cc2)n[nH]1
 : -4	-3	-3	4	3	-1.6	4	4	4
- Cn1c(N)c(C(=O)COC(=O)c2ccc(Cl)c(S(=O)(=O)N3CCCCC3)c2)c(=O)n(C)c1=O
 : 1	-1	-1	-14	0	1.0	4	6	-1
- CC1CN(CCCOc2ccccc2-c2ccccc2)CC(C)O1 (stereo not drawn)
 : 2	2	-5	-2	1	-0.3	1	-1	0
- O=C(CSc1ccccc1F)NC1CCS(=O)(=O)C1 (stereo not drawn)
 : -3	-2	-1	-2	1	1.7	7	-3	9
- CCOC(=O)c1ccc(N=Cc2nc3ccccc3n2C)cc1
 : 0	2	1	-3	3	0.4	8	4	-2
- O/N=C(\c1ccccc1)c1nccc2ccccc12
 : 3	-3	0	1	4	1.8	10	-1	0
- CN(c1cccc(NC(=O)CCSc2ccccc2)c1)S(C)(=O)=O
 : 0	-3	5	2	-2	0.0	2	1	2
- O=C1CCc2cc(S(=O)(=O)N3CCN(c4cccc(C(F)(F)F)c4)CC3)ccc2N1
 : 1	1	-2	0	2	0.8	-1	4	0
- CCOC(=O)N1CCC(NC(=O)C2CCN(S(=O)(=O)c3cccs3)CC2)CC1
 : 9	0	-3	8	-5	-0.6	0	4	5
- CCc1ccc(N2C(=O)CC(c3ccc(F)cc3)C3=C2COC3=O)cc1 (stereo not drawn)
 : 9	-5	4	5	-2	0.0	5	2	4
- Cc1ccc2c(c1)sc(=NC(=O)c1cccs1)n2C
 : -19	-1	-1	7	-2	-2.5	3	5	8
- CN(CCc1ccccn1)C(=O)Nc1cc(Cl)cc(Cl)c1
 : 1	0	6	-4	1	-1.6	0	-4	-1
- Cc1ccc(C(C)C)c(OCC(=O)NNC(=O)CC2OC(=O)c3ccccc32)c1 (stereo not drawn)
 : -2	11	-6	-6	6	2.2	0	-3	-10
- Cc1ccccc1C(=O)Nn1cnc2ccccc2c1=O
 : -1	-1	-6	6	0	-1.2	2	0	3
- CCN(CC)CCCN(C(=O)c1ccco1)c1nc(-c2ccc(C)cc2)cs1
 : 0	0	-4	0	7	1.2	-3	-4	4
- Cc1ccc(N(CC(=O)NCc2ccco2)C(=O)CCC(=O)Nc2ccccn2)cc1C
 : -2	-4	0	3	2	-0.5	12	1	10
- Cc1occc1C(=O)N1CCCC(CCC(=O)NCc2ccc(F)c(F)c2)C1 (stereo not drawn)
 : -3	-2	4	3	-2	-1.8	1	-2	5
- O=C1c2ccccc2C(=O)N1CC1=NCCc2ccccc21
 : 2	0	-16	9	0	3.1	3	4	3
- O=C(CCNS(=O)(=O)c1ccc(Br)cc1)NCc1ccco1
 : 3	3	2	3	3	-4.1	-5	0	1
- COc1ccc(-c2cc3ccc(OCc4nn[nH]n4)cc3oc2=O)cc1OC
 : -1	-3	-6	1	1	-2.9	3	-8	8
- COc1ccc(C(C(=O)NCc2ccccc2)N(Cc2ccco2)C(=O)c2snc(C(N)=O)c2N)cc1OC (stereo not drawn)
 : 12	-1	-4	5	-6	2.1	-1	4	0
- Cn1c(CCC(=O)O)nc2cc(S(=O)(=O)N3CCCCC3)ccc21
 : -2	.	1	12	.	.	0	.	6
